High-throughput results from PubChem BioAssay.
Yp Topo-I inh: Yersinia pestis topoisomerase I inhibitors, primary screen, biochemical, cleavage product accumulation, plate reader, single point. DNA topoisomerase I (Yersinia pestis CO92). Y. pestis Topo-I cleavage product accumulation. activity, % at 10 µM. 360,000 tested, 0.064% active. AID 504884, 2011; in the data active = activity above about 50%, passing the limit was not always enough; inconclusive = no clear call, values can overlap the other calls; note: inactives centre near 2
VHR inh abs: VHR1 phosphatase inhibitors, primary screen, biochemical, absorbance, uHTS; inhibition, % at 13.3 µM; recombinant VHR phosphatase, pNPP absorbance; Dual specificity protein phosphatase 3 (Homo sapiens), P51452; AID 1654, 2009; 290,000 tested, 0.52% active; in the data active = inhibition above about 50%; note: some compounds called inactive have numbers as strong as hits
Target sequence (P51452 whole entry, looked up): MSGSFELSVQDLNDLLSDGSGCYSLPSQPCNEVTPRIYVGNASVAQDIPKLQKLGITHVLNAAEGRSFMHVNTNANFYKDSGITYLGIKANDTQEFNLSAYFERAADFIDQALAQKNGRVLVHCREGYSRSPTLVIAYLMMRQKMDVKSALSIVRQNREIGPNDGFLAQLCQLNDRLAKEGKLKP
MazF activator: activators of E. coli MazEF toxin-antitoxin RNase, primary screen, biochemical, fluorescence, uHTS; 350,000 tested, 0.32% active; activation, % at 20 µM; FAM/BHQ RNA-DNA oligo cleavage fluorescence, 5 h; Endoribonuclease toxin MazF (Escherichia coli (strain K12)), P0AE70; in the data active = activation above about 50%
Target sequence (P0AE70 whole entry, looked up): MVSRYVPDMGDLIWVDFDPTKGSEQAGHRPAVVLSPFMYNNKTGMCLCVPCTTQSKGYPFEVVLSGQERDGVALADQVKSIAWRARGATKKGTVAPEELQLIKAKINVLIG
PriA SSB inh: inhibitors of Klebsiella pneumoniae PriA binding to SSB C-terminal tail, primary screen, biochemical, AlphaScreen | AlphaScreen SSBct-PriA binding, biotinylated peptide | inhibition, % at 33 µM | 430,000 tested, 0.6% active | AID 1272365, 2023; in the data active = inhibition mostly above about 37%, no sharp cut-off; inactive = mostly below about 20%;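 note: plate controls were negative control peptide for no effect and reference peptide for full effect; strong numbers were not always called active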
SARS 3CLpro inh: SARS-CoV 3CLpro protease inhibitors, primary screen, biochemical, quenched FRET. 290,000 tested, 0.14% active. recombinant SARS-CoV 3CLpro, quenched FRET peptide cleavage. Replicase polyprotein 1ab (Severe acute respiratory syndrome coronavirus), P0C6X7. AID 1706, 2009. inhibition, % at 6 µM; in the data active = inhibition above about 12%
Vc quorum ag: inducers of Vibrio cholerae quorum light production without autoinducers, primary screen, BH1578 luxS cqsA deficient, single point; 350,000 tested, 0.16% active; AID 588436, 2011; V. cholerae BH1578 lux reporter, luminescence, 6 h; activation, % at 18.7 µM; in the data active = activation mostly above about 9.7%, no sharp cut-off; inconclusive = no clear call, values can overlap the other calls; inactive = mostly below about 3.7%; note: not every result past the cut was called active; inactives centre near 0; reference of the scale not given here
Rv3671c inh: Rv3671c serine protease inhibitors, primary screen, biochemical, fluorescence polarization, M. tuberculosis H37Rv; AID 2606, 2010; inhibition, % at 5.96 µM; 320,000 tested, 0.048% active; in the data active = inhibition above about 38%;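 note: extracellular domain of Rv3671c used as enzyme; 0% = enzyme with DMSO and 100% = no enzyme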
Target sequence (P9WHR9 whole entry, looked up, the tested form may be a part): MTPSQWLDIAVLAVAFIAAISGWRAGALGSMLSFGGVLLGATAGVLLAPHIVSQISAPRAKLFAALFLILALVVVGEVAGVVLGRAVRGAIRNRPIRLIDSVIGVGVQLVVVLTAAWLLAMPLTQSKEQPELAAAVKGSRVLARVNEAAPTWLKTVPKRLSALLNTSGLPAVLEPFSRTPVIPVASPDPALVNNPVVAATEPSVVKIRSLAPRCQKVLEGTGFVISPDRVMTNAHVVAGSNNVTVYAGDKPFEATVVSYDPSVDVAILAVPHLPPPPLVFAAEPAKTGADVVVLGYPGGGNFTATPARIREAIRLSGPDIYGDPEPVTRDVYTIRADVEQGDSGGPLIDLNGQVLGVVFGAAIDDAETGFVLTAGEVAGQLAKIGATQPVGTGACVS
TcdB GH inh: TcdB glycohydrolase inhibitors, primary screen, biochemical, single point, plate reader; TcdB glycohydrolase enzymatic assay; inhibition, % at 9.99 µM; 350,000 tested, 0.24% active; AID 652162, 2013; in the data active = inhibition above about 10%
Anthrax LF inh2: Bacillus anthracis LF protease inhibitors, primary screen, biochemical, multiplex microsphere, MLPCN library | 360,000 tested, 0.12% active | inhibition, % at 10 µM | multiplex microsphere protease cleavage assay | AID 588501, 2011; in the data active = inhibition above about 30%; inconclusive = no clear call, values can overlap the other calls; note: plate controls were buffer without enzyme for full effect and enzyme alone for no effect
PfHsp40 rescue: rescue of yeast from PfHsp40 toxicity, primary screen, S. cerevisiae, ATP luminescence; S. cerevisiae expressing PfHsp40, growth rescue; growth rescue, % at 12.5 µM; 340,000 tested, 0.68% active; AID 504582, 2011; in the data active = growth rescue above about 28%, passing the limit was not always enough; inconclusive = no clear call, values can overlap the other calls;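 note: yeast W303a lacking pdr1 and pdr3 grown in galactose medium; growth measured after three days at 30 °C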
Numbers without * were called inactive; i = inactive; ? = inconclusive; · = no result given.

The opening 10 entries (preview)
Fields: Yp Topo-I inh	VHR inh abs	MazF activator	PriA SSB inh	SARS 3CLpro inh	Vc quorum ag	Rv3671c inh	TcdB GH inh	Anthrax LF inh2	PfHsp40 rescue
COc1ccc(S(=O)(=O)Nc2cccc3c2O[C@H](CN(C)C(=O)Nc2ccccc2)[C@@H](C)CN([C@H](C)CO)C3=O)cc1
→ 6	·	8	-2	·	i	3	2.0	-10	-0.5
Cc1nc2sc(C(c3ccc(Cl)cc3)N3CCN(C(=O)c4ccco4)CC3)c(O)n2n1 (stereo not drawn)
→ 13	29	-4	-1	-4	-0.5	-2	·	·	1.8
Nc1nc(SCc2ccc(Cl)cc2Cl)c2ncn(C3OC(CO)C(O)C3O)c2n1 (stereo not drawn)
→ 13	·	9	-1	·	-1.0	·	2.3	-6	0.1
Cc1c(NS(=O)(=O)c2cccc(C(=O)NC(C)c3ccccc3)c2)c(=O)n(-c2ccccc2)n1C (stereo not drawn)
→ -5	·	9	-20	·	i	·	-0.8	-1	-0.6
COC(=O)C1=C(c2ccc(C(C)=O)cc2)C[C@@H]2CC[C@H]1N2C(=O)NCc1ccc(C(F)(F)F)cc1
→ 28	·	-4	-5	·	0.6	-4	·	-10	-0.1
CC(=O)Nc1cccc(NC(=O)c2cc([N+](=O)[O-])ccc2N2CCCCC2)c1
→ 4	·	6	0	·	-0.3	5	1.5	0	0.3
Cn1nnc2cc(C(=O)N3CCSCC3)ccc21
→ -2	-5	-1	-17	4	i	5	·	1	0.5
O=C(O)CN(Cc1ccco1)S(=O)(=O)c1ccc(F)cc1
→ -5	·	-2	6	7	1.2	-6	·	-2	0.3
Cc1ccnc(NCc2cc(Cl)cc(Cl)c2O)c1
→ -1	·	-3	·	·	-0.8	·	0.7	-3	·
O=C(Cc1ccccc1)Nc1ccnn1C1CCN(Cc2ccc(CO)o2)CC1
→ 5	-7	5	-5	1	0.2	-6	0.3	1	0.7

All compounds of this part, repeating the preview:
Fields: Yp Topo-I inh	VHR inh abs	MazF activator	PriA SSB inh	SARS 3CLpro inh	Vc quorum ag	Rv3671c inh	TcdB GH inh	Anthrax LF inh2	PfHsp40 rescue
COc1ccc(S(=O)(=O)Nc2cccc3c2O[C@H](CN(C)C(=O)Nc2ccccc2)[C@@H](C)CN([C@H](C)CO)C3=O)cc1
→ 6	·	8	-2	·	i	3	2.0	-10	-0.5
Cc1nc2sc(C(c3ccc(Cl)cc3)N3CCN(C(=O)c4ccco4)CC3)c(O)n2n1 (stereo not drawn)
→ 13	29	-4	-1	-4	-0.5	-2	·	·	1.8
Nc1nc(SCc2ccc(Cl)cc2Cl)c2ncn(C3OC(CO)C(O)C3O)c2n1 (stereo not drawn)
→ 13	·	9	-1	·	-1.0	·	2.3	-6	0.1
Cc1c(NS(=O)(=O)c2cccc(C(=O)NC(C)c3ccccc3)c2)c(=O)n(-c2ccccc2)n1C (stereo not drawn)
→ -5	·	9	-20	·	i	·	-0.8	-1	-0.6
COC(=O)C1=C(c2ccc(C(C)=O)cc2)C[C@@H]2CC[C@H]1N2C(=O)NCc1ccc(C(F)(F)F)cc1
→ 28	·	-4	-5	·	0.6	-4	·	-10	-0.1
CC(=O)Nc1cccc(NC(=O)c2cc([N+](=O)[O-])ccc2N2CCCCC2)c1
→ 4	·	6	0	·	-0.3	5	1.5	0	0.3
Cn1nnc2cc(C(=O)N3CCSCC3)ccc21
→ -2	-5	-1	-17	4	i	5	·	1	0.5
O=C(O)CN(Cc1ccco1)S(=O)(=O)c1ccc(F)cc1
→ -5	·	-2	6	7	1.2	-6	·	-2	0.3
Cc1ccnc(NCc2cc(Cl)cc(Cl)c2O)c1
→ -1	·	-3	·	·	-0.8	·	0.7	-3	·
O=C(Cc1ccccc1)Nc1ccnn1C1CCN(Cc2ccc(CO)o2)CC1
→ 5	-7	5	-5	1	0.2	-6	0.3	1	0.7
CCCn1ncc(CN2CCC(C(=O)Nc3cccc(-c4cccc(F)c4)c3)CC2)c1C
→ -1	23	7	2	4	-0.2	-8	0.1	-2	0.4
O=C(OCc1ccc(Br)cc1)c1ccncc1
→ -3	12	0	-9	-4	-0.3	-7	1.7	1	-2.1
CC(C)Sc1nc(C(F)(F)F)cc(=O)n1-c1ccccc1
→ 0	1	0	-15	9	0.3	4	·	1	-0.9
CCCNC1=C(N(C(C)=O)c2cccc(F)c2)C(=O)c2ccccc2C1=O
→ 31	-11	-2	17	2	-0.2	-91	2.8	-6	49*
COn1c(SC(C)C)nc2ccccc2c1=O
→ 3	21	4	-26	-4	-0.3	1	·	-6	-0.7
Cc1cccc(OCC(=O)NCCCNC(=O)c2ccco2)c1
→ 1	10	-1	-8	-8	i	1	2.1	-3	-0.7
CCOc1cc(C2c3c(-c4ccccc4)n[nH]c3C(=O)N2c2ccc(C(=O)O)cc2)ccc1O (stereo not drawn)
→ 5	-15	6	5	3	-1.6	5	-3.8	1	0.8
Cc1ccc(N(CC(=O)Nc2ccccc2-c2ccccc2)S(=O)(=O)c2ccccc2)cc1
→ 30	42	6	-16	4	i	-6	·	-5	4.5
COc1ccc(-c2ccnc3c(Br)c(C)nn23)cc1
→ 5	·	1	-34	·	-0.3	2	-0.6	4	-0.6
CC(C)CCNC(=O)c1sc2ccc(S(=O)(=O)N3CCCCC3)cc2c1N
→ 9	-5	-2	-3	0	-0.2	-8	1.1	-1	7.6
Nc1ncnc2c1ncn2C1O[C@H](CO)[C@@H](O)[C@@H]1O (stereo partly drawn)
→ -1	·	4	-9	·	-0.3	-7	0.1	3	-0.1
Cc1ccc2c(CN3CCN(CCO)CC3)cc(=O)oc2c1
→ -4	23	-1	0	-2	-0.2	-1	·	-20	-0.6
N#C/C=C/N1CCN(C(=O)c2ccco2)CC1
→ 10	·	8	-15	·	i	-2	1.3	0	-0.3
NC(=O)[C@H]1CC2(CC(c3cccc(NC(=O)CC(c4ccccc4)c4ccccc4)c3)=NO2)CN1C(=O)C(c1ccccc1)c1ccccc1 (stereo partly drawn)
→ 6	-16	-7	-15	·	0.5	-67	-2.4	3	2.2
O=C1C(c2cc(=O)c3ccccc3[nH]2)=C(O)c2ccccc21
→ -3	5	-1	4	-2	i	-3	·	-2	-0.2
COC(=O)COc1ccc(S(=O)(=O)Nc2ccc3c(c2)OCCO3)cc1C
→ 0	-4	2	7	4	-2.0	-1	2.0	14	-1.8
C=CCN1C(=O)SC(Cc2cccc(OC)c2O)C1=O (stereo not drawn)
→ -3	14	0	-6	3	-0.6	2	2.6	-5	0.2
CC(C)(C)NC(=O)COC(=O)c1ccc(Cl)c(S(N)(=O)=O)c1
→ 1	13	4	7	3	-1.0	11	-9.7	-6	-0.1
CCCCn1c(=NC(=O)c2cccnc2)c(C#N)cc2c(=O)n3cccc(C)c3nc21
→ 9	8	-170	-5	-2	1.2	4	·	-6	0.3
Cc1csc(NC(=O)CSc2nncn2C)n1
→ -3	6	2	-15	3	i	6	·	-2	0.0

Going on with the list.
Fields: Yp Topo-I inh	VHR inh abs	MazF activator	PriA SSB inh	SARS 3CLpro inh	Vc quorum ag	Rv3671c inh	TcdB GH inh	Anthrax LF inh2	PfHsp40 rescue
CNC(=O)c1c(NC(=O)c2ccc(S(=O)(=O)N3CCCc4ccccc43)cc2)sc2c1CCN(C)C2
→ 4	2	-205	-3	-1	i	-11	0.1	?	-1.9
S=C(c1ccc[nH]1)N1CCOCC1
→ 8	18	-2	-14	-7	-0.3	-3	·	-4	-0.1
NS(=O)(=O)c1cccc(NC(=O)COC(=O)CCN2C(=O)c3ccccc3C2=O)c1
→ 2	·	1	-6	·	i	6	0.2	-3	0.1
NC(=S)Cc1ccc(Cl)cc1Cl
→ 10	-20	8	-4	-3	-0.3	5	-0.1	0	0.9
O=C(CCCSc1ccc(Cl)cc1)Nc1ccccc1O
→ -3	-7	3	-24	2	i	-1	·	4	14
CCOC(=O)C1=C(C)NC(C)=C(C(=O)OCC)C1C(=O)OCC(=O)NCc1ccccc1OC
→ 24	·	1	-11	·	i	6	1.9	4	-0.3
CC(C)C(NC(=O)CN1C(=O)c2ccccc2S1(=O)=O)C(C)C
→ 1	21	1	-8	-4	-0.4	-4	0.6	11	1.2
Oc1ccccc1/C=N/Nc1ccccc1
→ -24	7	1	·	2	-0.4	-5	-0.8	-2	-0.1
Nc1ccn([C@@H]2O[C@H](CNCc3cc(Br)ccc3OCc3ccccc3)[C@@H](O)[C@H]2O)c(=O)n1
→ 0	·	-1	·	·	-0.5	·	0.9	-3	·
C=CCN(C(=O)c1csnn1)C(C(=O)NC1CCCC1)c1ccc(F)cc1 (stereo not drawn)
→ -4	7	-5	-11	2	i	6	-0.5	8	0.2
CC1Cc2ccccc2N1C(=O)CN1CCC(n2nnc3cc(C(F)(F)F)ccc32)CC1 (stereo not drawn)
→ 25	16	-6	-6	2	6.5	5	·	1	0.7
c1ccc(-c2nc(NC3CC3)nc(-n3ccnc3)n2)cc1
→ 13	17	5	-17	-1	-11	7	·	2	-0.3
CCOC(=O)c1c(NC(=O)CCNCc2ccco2)sc2c1CCC2
→ ·	-3	6	22	2	·	-19	·	·	·
CCN(CC(=O)Nc1ccc(NC(C)=O)cc1)C(=O)CSC(c1ccccc1)c1ccccc1
→ 17	·	3	6	·	i	-1	1.6	-2	0.0
CSc1ncccc1C(=O)N1CCN(S(=O)(=O)c2ccccc2)CC1
→ 4	58*	3	0	1	-0.3	1	0.7	-2	0.3
Cc1ccc(S(=O)(=O)N2CCCCC2)cc1NC(=O)c1cccnc1
→ 7	·	-1	-5	·	-5.7	·	0.1	0	0.2
CCc1ccc2oc(C(=O)NCc3ccc(S(N)(=O)=O)cc3)c(C)c2c1
→ 3	24	-3	-12	2	i	-8	1.0	4	-0.5
Cc1cc(C(=O)NNC(=O)c2ccc(NC(=O)CC#N)cc2)c(C)o1
→ -1	·	6	-7	·	i	-8	0.6	-4	-0.1
CCC(C)NC(=O)c1ccccc1NC(=O)c1ccccc1N(C)S(C)(=O)=O (stereo not drawn)
→ 2	31	-2	-13	5	i	2	·	-1	-2.2
CCOc1ccc(OCCC(=O)OCC(=O)N2CCN(S(=O)(=O)c3ccc(Cl)cc3)CC2)cc1
→ 0	2	-1	-12	0	i	-3	-0.5	4	-0.1
CCOC(=O)N1CCN(C(=O)C2CCC(=O)N(CCCN3CCCC3=O)C2)CC1 (stereo not drawn)
→ 3	14	6	-3	-3	-0.4	4	1.3	-4	-0.1
COc1ccc(CCNC2=C(Cl)C(=O)N(CCc3ccccc3)C2=O)cc1OC
→ 38	-2	-3	-9	6	i	3	·	-2	4.0
Cc1ccc(C(=O)Nc2cc(Cl)ccc2N2CCCCC2)s1
→ 7	18	-8	-22	-3	i	-12	·	-2	-0.9
COc1cc(OC)c(C(=O)N(CCc2ccccc2)Cc2ccccc2)cc1OC
→ 18	10	4	26	7	1.0	-2	1.2	3	0.0

In a second layout: results already given
canonical_smiles	Yp Topo-I inh	VHR inh abs	MazF activator	PriA SSB inh	SARS 3CLpro inh	Vc quorum ag	Rv3671c inh	TcdB GH inh	Anthrax LF inh2	PfHsp40 rescue
Cc1cc(C(=O)NNC(=O)c2ccc(NC(=O)CC#N)cc2)c(C)o1	-1	·	6	-7	·	i	-8	0.6	-4	-0.1
CCC(C)NC(=O)c1ccccc1NC(=O)c1ccccc1N(C)S(C)(=O)=O (stereo not drawn)	2	31	-2	-13	5	i	2	·	-1	-2.2

The list is partial, so the mix of outcomes need not match the whole.
